High-throughput results deposited in PubChem BioAssay by several laboratories.
TNAP act hi DEA: activators of human TNAP at high phosphate acceptor concentration; P05186; purified TNAP, CDP-star luminescence, 1 M DEA, 30 min; hits give high values; 0 = EDTA background, 1 = DMSO-only activity; activation factor at 20 µM; 200,000 tested, under 10 active;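 active = activation factor at least 2 at 20 µM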
Target sequence (P05186 whole entry, looked up): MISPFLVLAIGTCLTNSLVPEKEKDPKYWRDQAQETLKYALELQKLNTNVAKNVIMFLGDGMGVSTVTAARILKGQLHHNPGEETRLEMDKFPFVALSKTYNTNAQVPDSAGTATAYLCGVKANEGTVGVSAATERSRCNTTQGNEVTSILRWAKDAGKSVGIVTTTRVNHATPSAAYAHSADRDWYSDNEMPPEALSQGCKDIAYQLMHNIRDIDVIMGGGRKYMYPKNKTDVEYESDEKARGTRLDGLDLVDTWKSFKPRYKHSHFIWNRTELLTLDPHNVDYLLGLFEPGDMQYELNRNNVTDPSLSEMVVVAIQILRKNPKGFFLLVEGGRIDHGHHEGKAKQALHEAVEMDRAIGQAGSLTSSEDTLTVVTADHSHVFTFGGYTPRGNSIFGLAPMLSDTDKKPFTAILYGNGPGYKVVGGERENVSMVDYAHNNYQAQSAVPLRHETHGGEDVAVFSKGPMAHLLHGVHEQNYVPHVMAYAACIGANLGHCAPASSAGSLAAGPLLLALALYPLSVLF
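Control set: EDTA negative control, DMSO positive control / Assay system: human TNAP / Quantity: TNAP 1/800 final / Evaluation: TNAP activation factor scaled between EDTA and DMSO control wells / Measured by: luminescent substrate turnover signal / Compound dosing: one dose, 20 µM / Times: 30 min enzyme reaction at room temperature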
PMI act: activators of human phosphomannose isomerase | purified human PMI, coupled resazurin fluorescence, 20 min; hits give high values; 1 = vehicle control, 0 substrate-free wells | activation factor at 20 µM | 190,000 compounds, 0.005% hits | AID 1214;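 active = activation factor of 2 or more at 20 µM, relative to plate controls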
Target sequence (P34949 whole entry, looked up): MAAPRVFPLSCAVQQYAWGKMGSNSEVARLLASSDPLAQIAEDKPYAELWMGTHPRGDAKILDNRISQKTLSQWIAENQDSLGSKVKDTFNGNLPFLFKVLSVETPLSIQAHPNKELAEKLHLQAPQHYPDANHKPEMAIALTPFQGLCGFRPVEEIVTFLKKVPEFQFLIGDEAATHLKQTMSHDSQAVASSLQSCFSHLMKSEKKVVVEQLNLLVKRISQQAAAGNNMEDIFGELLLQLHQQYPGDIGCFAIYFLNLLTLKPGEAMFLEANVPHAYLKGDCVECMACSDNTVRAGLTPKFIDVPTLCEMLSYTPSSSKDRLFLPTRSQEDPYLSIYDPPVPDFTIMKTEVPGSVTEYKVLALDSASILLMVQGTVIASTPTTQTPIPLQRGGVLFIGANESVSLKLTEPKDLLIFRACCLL
PMI act satM6P: PMI (human) activation, high substrate; coupled PMI enzyme assay, resazurin fluorescence, 20 min; hits give high values; 1 = untreated enzyme, 0 = substrate-free blank; activation factor at 20 µM; P34949; 190,000 compounds, 0.34% hits;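 active = activation factor of 2 or more at 20 µM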
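Test system: human phosphomannose isomerase with PGI, G6PDH, diaphorase coupling enzymes / Doses: 20 µM compound, 1% DMSO / Times: enzyme reaction with compound 20 min at room temperature / Measured by: Diaphorase-driven resazurin-to-resorufin fluorescence, excitation 544, emission 590 nm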
TNAP inh hi DEA: inhibitors of human TNAP at high phosphate acceptor concentration; P05186; purified TNAP, CDP-star luminescence, 1 M DEA; inhibition, % at 20 µM; 200,000 compounds, 0.03% hits; AID 1135;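 active = over 50% inhibition of tissue-nonspecific alkaline phosphatase at 20 µM in the single-dose screen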;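 note: plate controls were DMSO wells for no effect and EDTA-quenched wells as full inhibition for full effect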
G6PDH counter: L. mesenteroides G6PDH inhibition counter-screen. Purified L. mesenteroides G6PDH, diaphorase/resazurin coupled fluorescence, 45 min. inhibition, % at 5 µM. 200,000 compounds, 0.12% hits; in the data active = inhibition above about 50%
Diaphorase act: counter-screen for diaphorase-based assays: diaphorase activators and chemical reducers; Diaphorase/resazurin coupled assay, resorufin fluorescence, 16 min; hits give high values; 1 = vehicle wells, 0 = NADH-free wells; activation factor at 20 µM; 190,000 compounds, 0.005% hits; AID 1229;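 active = diaphorase activity raised at least twofold by the compound at 20 µM; inactive = activation factor below 2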
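System – purified diaphorase enzyme from Clostridium kluyveri · Input – enzyme 0.07 U/mL final · Also added – final NADH 0.114 mM, resazurin 0.1 mM · Measured by – fluorescence of resorufin, 544 nm excitation, 590 nm emission · Timing – 16 min enzyme reaction, ambient temperature · Measure – resorufin increase flagging diaphorase activators or reducers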
TNAP inh noacc: inhibitors of human TNAP without phosphate acceptor; P05186; purified TNAP, CDP-star luminescence, 30 min; inhibition, % at 20 µM; 200,000 compounds, 0.26% hits; AID 1012;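 active = tissue-nonspecific alkaline phosphatase inhibition above about 50% at 20 µM in the single-dose screen, limit read from the data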;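 note: 0% = DMSO negative control and 100% = EDTA positive control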
Diaphorase inh: counter-screen for diaphorase-based assays: diaphorase inhibitors and chemical oxidizers | diaphorase resazurin-to-resorufin fluorescence, NADH, 16 min; bacterial (C. kluyveri) enzyme, not human | inhibition, % at 20 µM | 190,000 compounds, 0.69% hits;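 active = primary screen inhibition at 20 µM above a set limit, cut at about 50% in these data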;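 note: plate controls were DMSO with full reaction for no effect and wells lacking NADH for full effect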
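controls = No-NADH positive control and DMSO neutral control | system = Clostridium kluyveri diaphorase enzyme | timing = reaction incubation of 16 min at room temperature | signal = resorufin fluorescence 544/590 nm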
Efa HMGR inh: inhibitors of class II HMG-CoA reductase from Enterococcus faecalis; 190,000 compounds, 0.41% hits; inhibition, % at 10 µM; purified E. faecalis HMGR, NADPH absorbance 340 nm kinetic;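 active = inhibition above a set limit, the median over all tested compounds plus 3 SD, cut at about 9.5% in these data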;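 note: enzyme runs in reverse so mevalonate oxidation gives rising NADPH absorbance; 0% = complete reaction with DMSO and 100% = background rate lacking mevalonate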
FLuc stim CS: affects firefly luciferase, flagging false hits in luciferase stimulation screens; P08659; 200,000 tested, under 10 active; activation factor at 10 µM; ATPlite luciferase biochemical, luminescence, 10 min; 0 = ATP-free wells, 1 = DMSO control; AID 1027;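 active = luciferase activation factor, scaled between plate controls, of at least 2 with compound at 10 µM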
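Material: Luciferase/luciferin reagent mix; Doses: test compounds dosed from 2 mM stocks in 100% DMSO; Schedule: 10 min incubation after luciferase reagent addition, room temperature; Measured by: luminescence from luciferase reaction; Read-out: luminescence gain marking luciferase activators.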
* hit, by the source's call.

Each structure is followed by: TNAP inh hi DEA	G6PDH counter	FLuc stim CS	PMI act	Diaphorase inh	Efa HMGR inh	PMI act satM6P	Diaphorase act	TNAP inh noacc	TNAP act hi DEA
> Cc1c(OCc2ccccc2)c(=O)ccn1Cc1ccc(Cl)cc1
  -5	-1	1	1	7	-2	1	0.9	-9	1.1
> CC(=O)Nc1ccc(NC(=O)COC(=O)CCc2nc3ccccc3s2)cc1
  -1	4	1	1.1	-1	-3	1.1	1	-1	1
> COc1ccc(NC(=S)NNC(=O)c2nnn(-c3ccccc3)c2C)cc1
  -4	3	1	1	4	-3	1.1	1	-89	1
> Cc1noc(C)c1COC(=O)C1CCN(C(=O)c2ccc(Cl)cc2)CC1
  -7	10	1	1.1	-7	2	1.1	1.1	-20	1.1
> CNC(=O)C(NC(=O)Nc1ccc(C)cc1)C(C)(C)C (stereo unspecified)
  1	20	1	0.9	10	-2	0.9	0.9	-3	1
> COc1cc(CN2CCN(C(=O)CC(C)C)CC2)cc(OC)c1O
  -5	53*	1	1.1	39	1	0.4	0.6	-13	1
> CCNc1nc(NCC)nc(OCCNS(=O)(=O)c2cc(C)ccc2C)n1
  -6	16	1	0.9	0	0	0.9	1	-9	1.1
> c1ccc(N2CCN(c3nc(-c4ccccn4)nc4ccccc34)CC2)cc1
  -5	14	1	0.9	-1	0	0.9	1	-2	1
> CCCn1c(=O)c2c(C(=O)OCC)cc(-c3ccco3)nc2n(CCC)c1=O
  -6	9	1.1	1.1	4	-4	1.1	1	-2	1.1
> COc1ccc(/C=N/NC(=O)c2ccccc2O)cc1CSc1ccccn1
  -3	-6	0.8	0.9	27	-6	1	0.7	-2	1
> Cc1ccc(C(=O)NC(=S)N2CCN(C)CC2)cc1
  -5	-1	1.1	0.9	20	0	1	0.8	-10	1
> O=S1(=O)CCN2C(c3ccco3)=CSC2=N1
  -9	6	1.1	1	11	4	0.9	0.9	-4	1.1
> COCCN(C(=O)CNC(=O)c1ccco1)C(C(=O)NC1CCCCC1)c1cccc(OC)c1 (stereo unspecified)
  -5	-13	1.1	0.9	14	-8	0.9	0.9	-15	1.1
> COCCNC(=S)Nc1ccc([N+](=O)[O-])cc1C
  -1	8	1	1	11	0	0.9	0.9	1	1
> O=C(CN1CCN(C(c2ccccc2)c2ccccc2)CC1)NCc1ccccc1
  -5	1	1	1	4	-8	1.1	1	-8	1.1
> Cc1noc(C)c1COc1cccc(C(=O)Nc2cccnc2)c1
  -4	2	1.1	1	6	-1	1	0.9	-9	1
> CN(C(=O)c1ccncc1)c1nnc(-c2ccncc2)s1
  -5	0	1	1	-5	2	1	1	-12	1.1
> COC(=O)c1cc(C)sc1NC(=O)CC1Nc2ccccc2NC1=O (stereo unspecified)
  -44	8	1	1	11	-8	0.9	0.9	2	1.4
> CCOc1ccc(N2C(=O)CC(SC(=NC)Nc3cccc(F)c3)C2=O)cc1 (stereo unspecified)
  -12	15	1.1	1	26	-1	0.9	0.7	-8	1.1
> Brc1cnc(N2CCCCC2)nc1N1CCOCC1
  -5	5	1	0.9	11	2	0.9	0.9	-3	1

A second format for some results above.
Structure,TNAP inh hi DEA,G6PDH counter,FLuc stim CS,PMI act,Diaphorase inh,Efa HMGR inh,PMI act satM6P,Diaphorase act,TNAP inh noacc,TNAP act hi DEA
Cc1ccc(C(=O)NC(=S)N2CCN(C)CC2)cc1,-5,-1,1.1,0.9,20,0,1,0.8,-10,1
O=S1(=O)CCN2C(c3ccco3)=CSC2=N1,-9,6,1.1,1,11,4,0.9,0.9,-4,1.1
COCCN(C(=O)CNC(=O)c1ccco1)C(C(=O)NC1CCCCC1)c1cccc(OC)c1 (stereo unspecified),-5,-13,1.1,0.9,14,-8,0.9,0.9,-15,1.1

(continued)
Each structure is followed by: TNAP inh hi DEA	G6PDH counter	FLuc stim CS	PMI act	Diaphorase inh	Efa HMGR inh	PMI act satM6P	Diaphorase act	TNAP inh noacc	TNAP act hi DEA
> O=C(NC(=S)Nc1ccccc1N1CCCC1)c1ccc(-c2cccc([N+](=O)[O-])c2)o1
  -1	4	1	1	15	1	1	0.8	-2	1
> Clc1ccc(COn2c(-c3ccc(Cl)cc3Cl)nc3ncccc32)cc1
  -3	2	1	0.8	33	-2	0.9	0.7	-2	1
> COc1cccc(NC(=O)CN(Cc2ccccc2)S(C)(=O)=O)c1
  -3	-2	1	1	5	-4	1	1	-5	1
> COc1cc(-c2nc3cnccn3c2Nc2c(C)cccc2C)ccc1O
  0	17	1.1	0.9	10	3	1	0.9	-6	1
> C/C(=N\N=C\c1ccc(N(C)C)cc1)c1cccc([N+](=O)[O-])c1
  3	-18	0.9	1.6	12	-3	2.3*	0.9	-12	1
> COc1ccc(Nc2nc(N)nc(CSC(=S)N3CCCCC3)n2)cc1
  -6	-4	1	1	14	0	0.9	0.9	-10	1.1
> O=C(CCC1CCCN(C(=O)c2ccc3[nH]ccc3c2)C1)N1CCN(c2ccccn2)CC1 (stereo unspecified)
  0	6	1	1	20	0	1	0.8	-11	1
> CCc1nnc(NC(=O)c2cc(S(=O)(=O)N3CCN(c4ccccc4)CC3)ccc2Cl)s1
  -1	5	1	0.9	8	0	1	0.9	-4	1
> N#CC1(C#N)C2=C(CCCC2)NC(c2ccccc2)C1(C#N)C#N (stereo unspecified)
  -3	10	1.1	0.9	20	-2	0.7	0.8	11	1
> CCOc1cc(/C=N/NC(=O)c2nn(C)cc2Br)ccc1OCc1ccccc1
  -2	-4	1	1	18	-4	1	0.8	-6	1
> CCNC(=S)SCCOc1ccc(C)cc1
  2	-18	1	1	0	0	1.1	1	43	1
> CCOC(=O)C1CCN(C(=O)c2n[nH]c(=O)c3ccccc23)CC1
  -4	2	1.1	1.1	9	-2	1	0.9	9	1
> CCC(C)(C)n1nnnc1CN1CCC(c2nc3ccc(C)cc3[nH]2)CC1
  -4	-1	1	1	6	-3	1	0.9	-17	1
> Cc1nnsc1SC(C)C(=O)O (stereo unspecified)
  -3	11	1.1	0.4	6	-2	1.1	0.9	4	1
> Cc1cccc(NC(=O)COC(=O)c2ccc3c(c2)OCO3)c1C
  0	1	1	1	4	4	1	1	-8	1
> Cc1cccn2c(=O)c(/C=C(\C#N)S(=O)(=O)c3ccccc3)c(N3CCN(C)CC3)nc12
  -7	0	1.1	1.1	8	-1	1	0.9	4	1.1
> CC(C)(C)c1ccc(CN2C(=O)CSC2=O)cc1
  -1	-4	1.1	1	4	-1	1	1	-17	1
> COC(=O)CCCCC1SCC2NC(=O)NC21O (stereo unspecified)
  -3	3	1	1	3	2	1	1	-9	1
> CCCCCc1ccc(-c2ccc(OCC)cc2)nc1
  -9	12	1	0.9	18	-1	1	0.8	-17	1.1
> O=C(N/N=C/c1ccc(Cl)cc1)c1cc2c(s1)-c1ccccc1CC2
  1	-41	1	0.9	6	0	0.9	0.9	-6	1
> O=C(CCc1ccccc1)NN1C(=O)C2C3C=CC(O3)C2C1=O (stereo unspecified)
  -4	11	1	0.9	16	-7	1.1	0.8	-10	1
> COC(=O)c1cn(C)c2ccc(S(=O)(=O)N3CCCCC3)cc2c1=O
  -2	2	1	0.9	5	3	1	0.9	-8	1
> Cc1nnc(NC(=O)c2ccc(Br)cc2)s1
  -8	8	0.7	0.9	4	-9	1	1	1	1.1
> CC1(c2ccccc2)CC(C)(C)N2C(=O)Cc3cccc1c32 (stereo unspecified)
  -6	3	1.1	0.9	18	-4	1	0.8	-16	1.1
> CCOC(=O)c1c(C)nc(-c2ccccc2)nc1NC(=O)C(C)C
  -8	10	1.1	0.9	10	-1	1	0.9	-8	1.1
> C[n+]1cc[nH]c1SCC(=O)c1ccc(Cl)cc1
  -2	18	1	1	7	-1	1	0.9	-8	1
> Cc1cc(NC(=O)C2CCN(S(=O)(=O)c3cnc[nH]3)CC2)ccc1Br
  1	3	1.1	0.9	16	1	0.9	0.8	-5	1
> O=C(O)C1C2C=CC(O2)C1C(=O)NCCCn1ccnc1 (stereo unspecified)
  -4	12	1	1	-8	-2	1.1	1.1	-11	1
> COC(=O)c1ccc(C2c3c(n[nH]c3C)C(=O)N2c2ccc(C)cc2)cc1 (stereo unspecified)
  -2	-6	1	1	14	-4	1	0.9	-24	1
> CC1(C)CC(NS(=O)(=O)c2ccc(S(=O)(=O)N3CCOCC3)cc2)CCO1 (stereo unspecified)
  -2	4	1	1	11	-1	1	0.9	-12	1
> CCOC(=O)CSc1n[nH]c(-c2ccco2)n1
  -8	10	1.1	1	16	-1	0.9	0.8	-8	1.1
> Cc1ccc(NC(=O)CCNS(=O)(=O)c2cc(Br)cnc2N)cc1Cl
  0	-5	1	0.9	14	5	0.9	0.9	-6	1
> COc1ccc(S(=O)(=O)Nc2c(C(=O)O)[nH]c3ccccc23)cc1OC
  -3	-1	1	1.2	2	-1	1.3	1	-3	1
> N#CCSc1nnc2sc3ccccc3n12
  -6	9	1.1	1	-2	0	1	1	4	1.1
> O=C(O)c1cccc(NS(=O)(=O)c2ccc(C3CCCCC3)cc2)c1
  -2	15	1.1	1	9	-1	1.1	0.9	-9	1
> CC1CCCCC1NC(=O)C1CCN(S(=O)(=O)N2CCC3(CC2)OCCO3)CC1 (stereo unspecified)
  0	8	1	0.8	10	1	0.9	0.9	-3	1
> C/C(CC(=O)NC(C)C)=N\NC(=O)COc1cc(C)c(Br)cc1Br
  -6	18	1	0.9	16	-1	0.9	0.8	-17	1.1
> CCOc1ccc(NC(=O)Cn2nnc(-c3ccccc3NC(=O)c3cccs3)n2)cc1
  -4	1	1.1	0.9	-4	-1	1	1	-7	1
> CC(C)C(=O)Nc1c2c(nc3ccccc13)N(C)CC2
  -7	6	1	1	-1	-5	1	1	-11	1.1
> O=C(Nc1ccc(N2CCN(C(=O)c3ccco3)CC2)cc1)c1cccnc1Cl
  -1	8	1	1.1	16	-3	0.9	0.8	-1	1
> C=C(C)CSc1nnc(-c2ccc(C)cc2)n1N
  -4	0	1	1.1	-4	-2	1.1	1	-9	1

One compound at a time, as listed above:
Cc1nnc(NC(=O)c2ccc(Br)cc2)s1 is entered as TNAP inh hi DEA: -8; G6PDH counter: 8; FLuc stim CS: 0.7; PMI act: 0.9; Diaphorase inh: 4; Efa HMGR inh: -9; PMI act satM6P: 1; Diaphorase act: 1; TNAP inh noacc: 1; TNAP act hi DEA: 1.1
O=C(O)c1cccc(NS(=O)(=O)c2ccc(C3CCCCC3)cc2)c1 is entered as TNAP inh hi DEA: -2; G6PDH counter: 15; FLuc stim CS: 1.1; PMI act: 1; Diaphorase inh: 9; Efa HMGR inh: -1; PMI act satM6P: 1.1; Diaphorase act: 0.9; TNAP inh noacc: -9; TNAP act hi DEA: 1
